# Compound activity (PubChem BioAssay)
# PAX8 reporter: PAX8 transcriptional activity inhibition | AID 652154 | inhibition, % at 12.6 µM | 360,000 compounds, 1.2% hits | RMG-I TPO-luciferase reporter, SteadyGlo, 24 h;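 active means mean replicate inhibition at least 60% with every replicate also reaching 60%; inconclusive means only one of the two criteria is met; inactive means mean below 60% and not all replicates reaching 60%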;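 further: luciferase light reporting Pax8 driven TPO promoter activity; plate controls were median of neutral control wells for no effect and mitoxantrone controls for full effect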
# Cneo AK release: causes C. neoformans cell lysis; lysis activity, % at 15 µM; adenylate kinase release luminescence, 4 h; normalised: neutral wells 0, clomiphene wells 100; 360,000 compounds, 0.2% hits;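 active means mean lysis activity across replicates of at least 80%, whatever share of replicates individually reach that level; inactive means mean lysis activity below 80%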
#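 Material: C. neoformans cells; Schedule: 4 h static compound exposure, 37 °C, read 1 h post-reagent; Measured by: adenylate kinase release luminescence; Read-out: signal increase indicating cell lysis; Controls: Clomiphene as positive lysis control.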
# Statin myotox sup: protects C2C12 myotubes from simvastatin toxicity; 330,000 compounds, 0.78% hits; rescue of ATP level, % at 7.49 µM; ATP luminescence, 48 h; scaled: DMSO 0, geranylgeraniol control 100;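 active means mean ATP rescue above about 67%, or every replicate alone reaching that limit, limit read from the data, passing the limit was not always enough; inconclusive means no clear call, values can overlap the other calls; inactive means mean under the limit and some replicate under it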;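 further: myotubes were challenged with 10 µM simvastatin during compound exposure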
# LGR2 inh: blocks bursicon-induced cAMP signaling via Drosophila LGR2; HEK293 LGR2, CRE-luciferase, bursicon-stimulated, 4 h; inhibition, % at 9.99 µM; 380,000 compounds, 0.35% hits; AID 720647;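 active means drop in luminescence signal, shown as inhibition above about 50% in the replicate tests, limit read from the data, passing the limit was not always enough; inconclusive means probably only some replicates passing the limit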;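 further: agonist challenge used bursicon conditioned medium at about half maximal strength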
# PglD inh: inhibitors of Campylobacter jejuni PglD acetyltransferase; purified PglD enzyme, DTNB colorimetric CoA detection; 360,000 compounds, 0.098% hits; inhibition, % at 12.5 µM; in the data active means inhibition above about 16%, passing the limit was not always enough; inconclusive means no clear call, values can overlap the other calls; further: strong numbers were not always called active
# ARNT TACC3 PPI: disrupts binding between human ARNT and TACC3 | 390,000 compounds, 0.66% hits | AID 623870 | inhibition, % at 9.99 µM | Q9Y6A5 | AlphaScreen His-ARNT PAS-B/GST-TACC3 binding, luminescence; TACC3 fragment carries E629A point mutation;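 active means mean inhibition of replicates at least 50% and at least half of replicates each reaching 50%; inconclusive means half or more replicates reach 50% but mean below 50%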;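 further: 0% = complete ARNT plus TACC3 wells and 100% = ARNT alone without TACC3; many hits fall short of the cut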
# INS-1E GSIS act: primary screen for activators of insulin secretion dependent on glucose, INS-1E cells, GLuc reporter luminescence; INS-1E GLuc reporter insulin secretion, 2-3 h; activation, % at 16.6 µM; 370,000 compounds, 0.61% hits;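 active means lowest replicate activation of at least 40%, so every replicate reaches that level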;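 further: 0% = median of neutral control wells and 100% = median of IBMX positive control wells; some compounds called inactive have numbers as strong as hits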
# PGC1a acetyl inh: PGC1a acetylation modulation, inhibitor mode. U2OS PGC1a acetylation, AlphaScreen anti-acetyl-lysine; with virally co-expressed GCN5 acetyltransferase. 350,000 compounds, 0.17% hits. AID 651687. inhibition, % at 15.6 µM;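 active means every replicate shows inhibition of at least 40%; inconclusive means mean inhibition at least 40% but some replicate below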;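 further: 0% = neutral control wells and 100% = positive control wells; some results beyond the cut were filed as inactive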
# The depositor's hits bear a star; ? = inconclusive; nt = not tested or not shown; & = joins results of further samples. An unsorted share of the library; any-hit rate near 2.9%.
SMILES,PAX8 reporter,Cneo AK release,Statin myotox sup,LGR2 inh,PglD inh,ARNT TACC3 PPI,INS-1E GSIS act,PGC1a acetyl inh
CNC(=O)c1ccc(Nc2nc(-c3ccccc3)nc3ccccc23)cc1,-1,-5,-22,2,-4,13,-19,nt
CC(C)(C)C(=O)CSc1ncccn1,-1,1,-10,-11,-2,0,12,12
O=C(NC(=S)NNC(=O)c1ccco1)c1ccc(F)cc1,-6,-2,-2,-9,-6,14,7,1
COc1cc(CC(=O)NCc2ccccn2)cc(OC)c1OC,nt,0,nt,nt,3,-5,nt,3
Cc1cc(C(=O)OCC(=O)Nc2ccccc2C#N)c(C)o1,-17,-1,-7,-6,2,-5,6,nt
Cc1nc(-c2ccc(S(=O)(=O)NCc3ccccn3)s2)cs1,24,-1,12,-5,4,-2,1,nt
C[C@H](CO)N1C[C@H](C)[C@@H](CN(C)C(=O)Nc2ccc(F)cc2)Oc2cc(Br)ccc2S1(=O)=O,0,2&3,-6&6,6&6,-5&-2,0,-29&0,-3&0
COc1ccc(-c2nc(CS(=O)(=O)CC(=O)NCc3cccc(Br)c3)c(C)o2)cc1,8,-1,11,14,-4,-2,-11,11
O=C(Nc1ccc2nc3n(c(=O)c2c1)CCCC3)c1cccc([N+](=O)[O-])c1,-23,-3,nt,-17,-3,13,19,nt
CCOC(=O)CSc1nnc(Cc2ccccc2)n1-c1cccc(Cl)c1,nt,10,-2,nt,-1,-6,nt,5
CC(C)N(Cc1nccn1C)C(=O)c1cc(COc2ccc3ncccc3c2)on1,3,76,-2,-1,-4,26,-11,6
NC(=O)[C@@H]1CCCN1Cc1nc(-c2ccccc2)no1,-14,0,0,-2,-3,-2,2,4
COc1cc(C(=O)OCC(=O)Nc2c(F)cccc2F)cc(OC)c1C,-2,1,4,nt,8,-8,2,10
Clc1cccc(Cl)c1CSc1nnc(-c2sccc2-n2cccc2)o1,nt,4,-26,nt,3,0,nt,-6
COc1cc(S(=O)(=O)N2CCN(C(=O)C3CC3)CC2)ccc1NC(C)=O,-5,-1,1,1,4,-10,-9,2
CN(C)S(=O)(=O)c1ccc(NC(=O)c2cc(-c3cccs3)nc3ccccc23)cc1,58,1,nt,-7,-3,1,15,nt
Cc1ccc(C)c(/C(O)=C2\C(=O)C(=O)N(CCCn3ccnc3)C2c2ccncc2)c1 (stereo not given),-5,2,84*,nt,3,2,nt,8
COc1ccccc1C(=O)Nc1ccnn1C1CCN(CC2CC=CCC2)CC1 (stereo not given),-6,-3,1,-8,-2,-10,15,6
Cc1cccnc1NC(=O)CCNC(=O)c1ccc(Br)cc1,10,2,6,3,5,0,5,nt
CCOC(=O)c1c(C)[nH]c(C)c1S(=O)(=O)N1CCC(c2ccccc2)C1 (stereo not given),-1,2,15,-3,0,-6,-16,0
CCOC(=O)CCCNC(=O)CCNC(=O)c1ccc(OCCC(C)C)cc1,1,-1,nt,0,-1,nt,-9,2
Cc1ccc(N(CC(=O)N2CCn3c2nc2ccccc23)S(=O)(=O)c2c(C)n[nH]c2C)cc1,-2,-1,5,nt,3,16,nt,-1
Cc1cccc(C)c1NC(=O)C1(NC(=O)c2cnccn2)CCCCC1,6,-5,-9,-3,nt,-10,nt,6
N#Cc1c(NC(=O)CSc2n[nH]c(Cc3ccccc3)n2)oc(-c2ccccc2)c1-c1ccccc1,nt,-1,?,nt,-2,-1,nt,-12
CN(Cc1ccccc1)C(=O)c1cn(C)c2ccc(S(=O)(=O)N3CCCC3)cc2c1=O,-4,0,1,-7,0,-6,7,-6
Cc1ccc(S(=O)(=O)N2CCN(c3nc(CN4CCCC4)nc4sc(C)c(C)c34)CC2)cc1,4,4,-5,7,4,8,-27,nt
Cc1ccccc1-c1nc(S(=O)(=O)c2ccc(Br)cc2)c(NCc2cccnc2)o1,nt,0,39,18,-6,-22,-1,-10
COc1ccc(C2=NOC(C(=O)Nc3cc(C)nn3-c3ccccc3)C2)cc1OC (stereo not given),-5,2,5,-46,-3,-1,nt,nt
O=C(N=c1ccn(-c2nc3ccccc3nc2NS(=O)(=O)c2ccc(Cl)cc2)cc1)c1cccs1,13,nt,nt,-43,nt,-8,2,3
Cc1cccc(S(=O)(=O)N[C@@H]2CC[C@@H](CCNS(=O)(=O)c3ccccc3F)O[C@H]2CO)c1,11,47,10,0,0,-13,-3,-4
O=C(NC(=S)Nc1ccc(N2CCOCC2)cc1)c1ccccc1,-107,-2,-4,-86,-4,14,6,-22
Cc1[nH]nc(NNC(=O)c2ccccc2)c1[N+](=O)[O-],10,-1,nt,-1,2,2,-3,11
COc1ccc(OC)c(NC(=O)CSc2nc3[nH]c(=O)[nH]c(=O)c3s2)c1,-32,2,13,7,-2,3,6,10
NC(=O)C1(C(N)=O)OC1c1ccc(Cl)c(Cl)c1 (stereo not given),3,0,-4,7,6,-5,12,-4
COc1ccc(CCNC(=O)CC2SC(N)=NC2=O)cc1OC (stereo not given),9,nt,nt,10,nt,-4,2,nt
CC(NC(=O)C(=O)N1CCCCC1)C(c1cccs1)N1CCN(c2ccccc2)CC1 (stereo not given),-14,5,39,15,4,2,0,nt
CCOC(=O)NN=C1CCC(c2ccccc2)CC1 (stereo not given),-16,-1,7,-2,2,-9,21,nt
O=C(CCc1nc2ccccc2s1)OCC(=O)c1ccc[nH]1,1,2,1,-14,0,-7,3,5
CCO[C@@H]1OC(C(=O)Nc2ccccc2)=C[C@H](C)[C@H]1CCCO,-17&-25,1&0,-3,-10,-1&4,-8&0,13,1&-1
Cc1ccc(C(=O)CSc2nnc(COc3ccccc3)o2)cc1,-4,nt,nt,7,nt,1,3,-22
O=S(=O)(N[C@H]1CC[C@@H](CCn2cc(-c3ccccc3F)nn2)O[C@@H]1CO)c1ccc(Cl)cc1,55,-2,7,4,0,3,-25,-17
C#CC(CC)(CC)NC(=O)c1cc(S(=O)(=O)N2CCCCC2)ccc1N1CCOCC1,0,-1,1,13,3,-6,-16,nt
Cc1ccc(S(=O)(=O)N(C)C[C@H]2OCCCC[C@H](C)Oc3ccc(NC(=O)Cc4ccccc4)cc3C(=O)N([C@@H](C)CO)C[C@H]2C)cc1,-31,26,nt,-3,-13,4,-18,-13
CCOC(=O)/C(C#N)=C/c1c(N2CCN(CC)CC2)nc2c(C)cccn2c1=O,2,0,-3,-1,0,1,22,6
CSc1ncnc2c1ncn2CCCNCCCN1CCCC1=O,-36,1,5,nt,2,nt,nt,16
N#Cc1ccc2ccn(CC(=O)NCc3ccco3)c2c1,-3,1,-18,nt,5,-5,nt,5
COCCCN1CC(=O)N2C(c3cccc(C)c3)c3[nH]c4ccccc4c3C[C@H]2C1=O (stereo not given in full),37,5,12,-2,1,-1,0,-9
O=C1Nc2ccc(S(=O)(=O)NCc3ccco3)c3cccc1c23,nt,-2,-12,9,2,nt,20,-2
CCCN(C)C[C@H]1Oc2cc(C#CCOC)ccc2S(=O)(=O)N([C@@H](C)CO)C[C@H]1C,nt,0,-8,-16,0,7,6,38
CC[C@]1(C(=O)OC)[C@H]2C(=O)N(Cc3ccccc3)C(=O)[C@H]2[C@H]2CN(C)C(=NC)N21,nt,2,-16,nt,0,-7,nt,1

# In the list so far, these contain a nitro group on carbon.
SMILES,PAX8 reporter,Cneo AK release,Statin myotox sup,LGR2 inh,PglD inh,ARNT TACC3 PPI,INS-1E GSIS act,PGC1a acetyl inh
O=C(Nc1ccc2nc3n(c(=O)c2c1)CCCC3)c1cccc([N+](=O)[O-])c1,-23,-3,nt,-17,-3,13,19,nt
Cc1[nH]nc(NNC(=O)c2ccccc2)c1[N+](=O)[O-],10,-1,nt,-1,2,2,-3,11

# (list continues)
SMILES,PAX8 reporter,Cneo AK release,Statin myotox sup,LGR2 inh,PglD inh,ARNT TACC3 PPI,INS-1E GSIS act,PGC1a acetyl inh
CC1(C(=O)Nc2ccc3ccccc3c2)CC1(Br)Br (stereo not given),7,nt,nt,-15,nt,-6,5,3
Cc1ccc(NC(=O)c2ccccc2-c2ccccc2C(=O)O)cc1C,-1,nt,0,4,nt,0,45*,-15
COc1ccc(CC(=O)OCC(=O)NC2CCCC(C)C2C)cc1 (stereo not given),nt,-1,5,-1,-4,-2,-1,0
Cc1ccc(N(C(C)C(=O)N2CCN(Cc3ccccc3)CC2)S(C)(=O)=O)cc1 (stereo not given),13,-1,-1,3,10,-11,-3,nt
Cc1cc(C)cc(NC(=O)CSc2nc3nc(C)cc(C)n3n2)c1,1,4,3,6,-4,7,-7,-1
CN(CCOc1ccc(Cl)cc1)c1ccc(S(=O)(=O)N2CCCCC2)cn1,19,0,20,nt,5,-31,nt,-21
O=C(CNS(=O)(=O)c1ccc([N+](=O)[O-])cc1)N/N=C/c1ccc(O)cc1O,15,7,13,4,-3,63*,-7,-18
CC1=C(C(=O)N(C)C)CC(CC(=O)NCCN2CCOCC2)C(=O)N1CCC1=CCCCC1 (stereo not given),-4,0,-8,nt,4,nt,nt,4
COc1cccc(C2(c3cccc(OC)c3)CC2C(=O)Nc2ccccc2Cl)c1 (stereo not given),33,0,nt,23,-1,-11,-16,nt
COCCNC(=O)[C@@H]1CSC2c3ccc(OC)c(OC)c3C(=O)N21 (stereo not given in full),5,-1,-6,-8,-4,-2,17,0
Cc1cccc(OCCn2cnc(Cl)c2Cl)c1,-5,1,7,-3,1,9,2,-11
COC(=O)c1ccccc1-n1cccc1C(=O)NP(=O)(N1CCOCC1)N1CCOCC1,7,nt,nt,0,nt,-10,0,nt
c1ccc(CNc2nc(N3CCOCC3)nc(N3CCOCC3)n2)cc1,nt,-1,19,nt,4,-13,nt,6
Cc1ccc(NC2=NC3(CCCC3)N=C(N)N2)c(C)c1,19,-1,-10,4,1,0,5,3
COCCNC(=O)C(C)Oc1ccccc1 (stereo not given),11,1,8,-9,-3,nt,-3,nt
CC1=NN(/C(=N\c2nnc(C)s2)Nc2ccccc2)[C@H](c2cccc3ccccc23)S1,nt,0,nt,nt,-2,10,-11,nt
COc1ccccc1NC(=O)COC(=O)c1cnccn1,nt,-2,-14,nt,11,-2,nt,nt
CN(C)C(=O)C[C@@H]1C[C@H]2c3cc(NC(=O)Nc4ccccc4F)ccc3O[C@H]2[C@@H](CO)O1,-13,2,8,-1,-5,-10,-3,-7
CCc1ccc(N(CC(=O)NC(C)(C)CC)C(=O)CCC(=O)Nc2nccs2)cc1,6,0,7,-4,1,2,-4,8
COc1cc(OC)cc(-c2c(-c3cccs3)c3cc(-c4ccc(OCc5ccccc5)cc4)ccc3n2C)c1,14,0,-2,-5,2,nt,0,-19
Cc1ccc(C(=O)N2CCN(c3ccccc3)CC2)cc1S(=O)(=O)N1CCCC1,nt,3,-1,nt,-6,10,nt,0
COc1ccc(CCNC(=O)/C=C/c2ccc3ccccc3n2)cc1OC,77*,0,-10,18,0,9,-3,5
CON/C=N/C(=S)Nc1ncc(C(F)(F)F)cc1Cl,-10,nt,nt,6,nt,-17,3,3
Cc1ccc(Nc2c(-c3ccccn3)nc3ccc(C)cn23)cc1,42,5,4,33,-1,28,3,13
Brc1ccc2oc(-c3ccn[nH]3)cc2c1,-231,-15,nt,-87,1,nt,34,-6
O=C(COC(=O)Cn1cnc2ccccc21)Nc1ccc(F)c(F)c1,-2,0,3,-11,-1,0,3,12
O=C(Nc1ccc(OC(F)(F)F)cc1)c1ccc2nccnc2c1,-94,-2,-1,-41,3,9,-23,nt
COc1ccccc1N1CCN(S(=O)(=O)CCNC(=O)CCc2ccccc2)CC1,6,-1,18,nt,8,nt,nt,nt
CN(C)c1nc(N(C)C)nc(N2CCCCC2)n1,nt,2,9,nt,0,-5,nt,7
